MPTP inh: blocks calcium-induced mitochondrial swelling. inhibition, % at 10 µM. 360,000 compounds, 1.4% hits. isolated mouse mitochondria, Ca2+ swelling absorbance, 30 min;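 active means inhibition of 50% or more, scaled per plate between neutral and stimulator controls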;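 further: 0% = DMSO wells given calcium and 100% = 1 mM EGTA wells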
SENP6 block: SENP6 protease inhibition; Q9GZR1; Recombinant SENP6 catalytic domain, aminoluciferin luminescence; inhibition, % at 10 µM; 330,000 compounds, 1.8% hits; AID 2599;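 active means inhibition above about 50% at the single tested dose, limit read from the data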;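 further: plate controls were DMSO wells with enzyme for no effect and DMSO wells lacking enzyme for full effect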
Target sequence (Q9GZR1 628-1112 limits assumed): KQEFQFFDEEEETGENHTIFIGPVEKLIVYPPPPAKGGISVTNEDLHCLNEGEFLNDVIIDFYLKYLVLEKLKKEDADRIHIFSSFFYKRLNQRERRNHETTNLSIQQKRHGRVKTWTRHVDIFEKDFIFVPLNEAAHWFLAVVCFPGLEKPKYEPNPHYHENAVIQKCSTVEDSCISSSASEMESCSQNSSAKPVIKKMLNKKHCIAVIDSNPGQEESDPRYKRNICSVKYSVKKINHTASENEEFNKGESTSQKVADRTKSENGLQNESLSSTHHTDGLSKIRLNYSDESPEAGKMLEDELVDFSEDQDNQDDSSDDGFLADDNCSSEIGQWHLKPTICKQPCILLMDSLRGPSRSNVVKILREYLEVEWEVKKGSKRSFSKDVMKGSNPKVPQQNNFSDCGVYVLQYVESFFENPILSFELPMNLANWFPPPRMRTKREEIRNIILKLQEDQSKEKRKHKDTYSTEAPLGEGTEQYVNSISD
SENP7 inh: blocks the human protease SENP7 | Q9BQF6 | recombinant SENP7, Z-RLRGG-aminoluciferin luminescence, 40 min | inhibition, % at 5 µM | 330,000 compounds, 1.5% hits | AID 434973;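 active means inhibition above about 50% at the single test dose, limit read from the data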;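 further: plate controls were DMSO with enzyme for no effect and no enzyme buffer wells for full effect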
SENP8 inh: inhibitors of human SENP8 protease | AID 602440 | Q96LD8 | 360,000 compounds, 0.64% hits | inhibition, % at 20 µM | recombinant SENP8, Nedd8 substrate fluorescence; in the data active means inhibition mostly above about 40%, no sharp cut-off; inactive means mostly below about 27%
GRIN3A LBD mod: modulates the human NR3A ligand-binding domain. AID 1259313. Tm shift relative to glycine control, % at 25 µM. NR3A LBD differential scanning fluorimetry, Tm shift; 0% = protein alone, 100% = glycine-bound protein. 340,000 compounds, 2.5% hits;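 active means melting temperature shift of at least 10% of the positive control shift, at one fixed dose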
ATG4B inh: inhibitors of human ATG4B cysteine protease; inhibition, % at 8.33 µM; Q9Y4P1; ATG4B cleavage of LC3-PLA2, NBD-HPC fluorescence, 1 h; AID 504462; 340,000 compounds, 0.51% hits; in the data active means inhibition above about 40%
Target sequence (Q9Y4P1 whole entry, looked up): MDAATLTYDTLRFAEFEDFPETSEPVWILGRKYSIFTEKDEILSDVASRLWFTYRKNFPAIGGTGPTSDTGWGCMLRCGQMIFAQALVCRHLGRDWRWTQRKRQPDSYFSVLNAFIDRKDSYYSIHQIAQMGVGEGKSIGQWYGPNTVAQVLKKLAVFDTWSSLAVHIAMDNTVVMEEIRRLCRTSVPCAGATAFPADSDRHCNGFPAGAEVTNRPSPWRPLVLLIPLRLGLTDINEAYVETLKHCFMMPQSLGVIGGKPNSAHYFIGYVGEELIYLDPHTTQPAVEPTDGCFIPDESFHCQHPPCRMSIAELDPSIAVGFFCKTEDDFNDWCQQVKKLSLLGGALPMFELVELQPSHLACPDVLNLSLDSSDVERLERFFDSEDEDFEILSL
HKDC1 inh: blocks human hexokinase HKDC1 activity | inhibition, % at 20 µM | AID 493160 | 340,000 compounds, 0.16% hits | Q2TB90 | recombinant HKDC1, G6PDH/diaphorase resazurin coupled fluorescence;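 active means inhibition above about 35% when tested at 20 µM, limit read from the data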;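 further: plate controls were DMSO wells with enzyme for no effect and DMSO wells lacking enzyme for full effect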
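test system = in-house recombinant HK5 (HKDC1) enzyme | amount = HKDC1 at 5 µg/mL | control set = DMSO-enzyme wells negative, buffer-substituted wells positive | compound = one dose of 20 µM, 1% DMSO | schedule = reaction time 90 min, room temperature, protected from light | technique = resorufin fluorescence at 613 nm | reagent = glucose with 1 mM ATP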
PfGluPho inh: PfG6PD (Plasmodium falciparum) enzyme inhibition | 350,000 compounds, 0.78% hits | inhibition, % at 20 µM | AID 504690 | PfGluPho enzyme, NADPH resazurin-diaphorase fluorescence;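 active means inhibition reaching at least a set limit at 20 µM in the primary screen, cut at about 59% in these data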;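 further: 0% = DMSO wells with substrate and 100% = DMSO wells lacking glucose-6-phosphate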
Numbers without * were called inactive; x = not tested or not shown.

SMILES	MPTP inh	SENP6 block	SENP7 inh	SENP8 inh	GRIN3A LBD mod	ATG4B inh	HKDC1 inh	PfGluPho inh
CC(C)OC(=O)C(=O)NNc1ccccc1	6.4	-3	0	20	-1	-1	4	7
CN1CCN(c2c(F)cc3c(=O)c(C(=O)O)cn4c3c2OCN4C)CC1	1.6	-4	-7	-422	0	-5	3	-1
COc1ccc(C(=O)Nc2ccccc2C(N)=O)cc1	-1.0	65*	37	-23	5	-10	-2	16
CCOC(=O)C(NC(=O)c1ccccc1)=C1C=C(C)OC(C)=C1	-1.9	-25	7	17	1	3	0	0
COC(=O)[C@H](CCSC)NC(=O)NC1CCN(Cc2ccccc2)CC1	-3.4	-13	2	16	1	-7	-10	-18
N=c1n(CCO)c2ccccc2n1Cc1ccc(Cl)cc1	89*	7	4	24	8	8	-4	3
COc1ccc(OC)c(NC(=O)c2csc(Cl)c2OC)c1	1.2	-4	1	-20	5	17	2	-2
COc1ccc(C(=O)N/N=C/c2ccc(OC)c(COc3c(F)c(F)cc(F)c3F)c2)cc1	-1.6	0	9	-8	9	-5	-9	-8
CC(=O)Nc1ccc(NC(=O)c2ccc(NS(=O)(=O)c3cc(C(C)(C)C)ccc3C)cc2)cc1	3.6	9	3	19	17*	-10	12	-18
Cc1ccc2oc(C(=O)N(Cc3ccncc3)CC3CCCO3)c(C)c2c1 (centres undefined)	0.2	-11	5	-1	1	-2	-5	-7
O=C(Nc1nnc(C2CC2)s1)C1Cc2ccccc2CN1S(=O)(=O)c1ccccc1F (centres undefined)	1.9	-4	-7	8	-1	-8	11	0
CN(C)c1ccc(/C=N/NC(=O)CSc2ccccn2)cc1	1.3	-8	0	-340	1	2	3	-6
Cc1ccc(C2=C/C(=C/c3cccs3)C(=O)O2)cc1	9.6	74*	71*	10	0	3	-3	5
Cc1ccc(-c2nc(CSCC(=O)NCCN3CCN(Cc4ccccc4)CC3)c(C)o2)cc1	41	1	6	16	0	1	-6	7
COc1cccc(NC(=O)C2CCCN(S(=O)(=O)c3cccc4nsnc34)C2)c1 (centres undefined)	1.6	6	6	20	-6	-18	-1	5
COc1ccc(CCNC(=O)c2cc(COc3c(C)cccc3C)on2)c(OC)c1	0.2	9	9	7	3	8	5	-9
CCOc1ccc(C2C(C(=O)c3ccco3)=C(O)C(=O)N2CCCn2ccnc2)cc1OCC (centres undefined)	-0.7	5	6	-21	-2	4	7	12
Cc1cccc(-n2c(C)cc(C)c(C#N)c2=O)c1	-0.4	8	6	-31	-2	-3	-10	-10
CS(=O)(=O)c1ccc(CNC(=O)C2(C(F)(F)F)C/C(=C/CCO)CCCO2)cc1 (centres undefined)	-1.1	-3	-5	2	0	4	-2	-6
CCN1CCN(C(=O)/C=C/c2ccc(OC)c(OC)c2)CC1	-0.2	2	3	-116	0	0	-3	-3
CCN(CCCNC(=O)CNC(=O)Cn1cnc2ccccc2c1=O)c1ccccc1	-2.9	-6	3	18	-2	15	3	-6
Cc1ccc(NC(=O)C(=O)NCC2CCCO2)cc1C (centres undefined)	-0.1	-2	2	21	1	0	-1	-14
CCc1ccc(N2CC(C(=O)OCC(=O)NC3CCS(=O)(=O)C3)CC2=O)cc1 (centres undefined)	3.1	-13	-3	14	-4	-10	4	-5
CC(=O)OCCNc1cc(SC(C)C)c2nonc2c1[N+](=O)[O-]	0.7	56*	13	25	6	0	12	-2
C=CCn1c(SCC(=O)Nc2ccc3c(c2)OCCO3)nnc1-c1ccco1	-1.6	5	9	4	0	8	-5	18
Cc1ccc(NC(=O)c2ncn(CCCNCC(C)c3ccccc3)n2)cc1C (centres undefined)	1.4	x	x	-2	3	-14	-3	7
Cc1cc(C)c(/C=C(\C#N)S(=O)(=O)c2ccccc2)[nH]1	1.8	-7	7	31	1	1	8	15
CCOc1ccc(C(=O)Nc2ccccc2N2CCCC2)cc1	0.2	7	7	1	0	8	-2	-9
COc1ccc(/C(O)=C2/C(=O)C(=O)N(CCN(C)C)C2c2cccnc2)cc1C (centres undefined)	-1.9	-27	-2	-35	0	-5	-2	-8
O=[N+]([O-])c1ccc(Oc2cc(NC3CCCCCCC3)c([N+](=O)[O-])cc2[N+](=O)[O-])cc1	6.6	6	3	31	-5	10	-2	6

No new results follow: an excerpt of the list.
SMILES	MPTP inh	SENP6 block	SENP7 inh	SENP8 inh	GRIN3A LBD mod	ATG4B inh	HKDC1 inh	PfGluPho inh
COc1cccc(NC(=O)C2CCCN(S(=O)(=O)c3cccc4nsnc34)C2)c1 (centres undefined)	1.6	6	6	20	-6	-18	-1	5
COc1ccc(CCNC(=O)c2cc(COc3c(C)cccc3C)on2)c(OC)c1	0.2	9	9	7	3	8	5	-9
CCOc1ccc(C2C(C(=O)c3ccco3)=C(O)C(=O)N2CCCn2ccnc2)cc1OCC (centres undefined)	-0.7	5	6	-21	-2	4	7	12
Cc1cccc(-n2c(C)cc(C)c(C#N)c2=O)c1	-0.4	8	6	-31	-2	-3	-10	-10
CS(=O)(=O)c1ccc(CNC(=O)C2(C(F)(F)F)C/C(=C/CCO)CCCO2)cc1 (centres undefined)	-1.1	-3	-5	2	0	4	-2	-6
CCN1CCN(C(=O)/C=C/c2ccc(OC)c(OC)c2)CC1	-0.2	2	3	-116	0	0	-3	-3
CCN(CCCNC(=O)CNC(=O)Cn1cnc2ccccc2c1=O)c1ccccc1	-2.9	-6	3	18	-2	15	3	-6
Cc1ccc(NC(=O)C(=O)NCC2CCCO2)cc1C (centres undefined)	-0.1	-2	2	21	1	0	-1	-14
CCc1ccc(N2CC(C(=O)OCC(=O)NC3CCS(=O)(=O)C3)CC2=O)cc1 (centres undefined)	3.1	-13	-3	14	-4	-10	4	-5
CC(=O)OCCNc1cc(SC(C)C)c2nonc2c1[N+](=O)[O-]	0.7	56*	13	25	6	0	12	-2
C=CCn1c(SCC(=O)Nc2ccc3c(c2)OCCO3)nnc1-c1ccco1	-1.6	5	9	4	0	8	-5	18
Cc1ccc(NC(=O)c2ncn(CCCNCC(C)c3ccccc3)n2)cc1C (centres undefined)	1.4	x	x	-2	3	-14	-3	7
Cc1cc(C)c(/C=C(\C#N)S(=O)(=O)c2ccccc2)[nH]1	1.8	-7	7	31	1	1	8	15
CCOc1ccc(C(=O)Nc2ccccc2N2CCCC2)cc1	0.2	7	7	1	0	8	-2	-9
COc1ccc(/C(O)=C2/C(=O)C(=O)N(CCN(C)C)C2c2cccnc2)cc1C (centres undefined)	-1.9	-27	-2	-35	0	-5	-2	-8
O=[N+]([O-])c1ccc(Oc2cc(NC3CCCCCCC3)c([N+](=O)[O-])cc2[N+](=O)[O-])cc1	6.6	6	3	31	-5	10	-2	6

Next section
SMILES	MPTP inh	SENP6 block	SENP7 inh	SENP8 inh	GRIN3A LBD mod	ATG4B inh	HKDC1 inh	PfGluPho inh
O=C(CN1C(=O)NC(Cc2ccccc2)C1=O)Nc1ccc(F)c(Cl)c1 (centres undefined)	1.6	-11	-2	10	29*	-50	-1	18
Cc1cc(C)cc(NS(=O)(=O)c2c(C(=O)N3CCOCC3)c(C)n(C)c2C)c1	1.2	3	-6	14	0	-1	-7	-3
COc1ccc(C2CC(c3ccccc3O)=NN2c2ccccc2)cc1 (centres undefined)	0.4	2	3	-463	0	-4	1	6
CCn1c(C(Cc2ccccc2)NC(=O)COC)nc2ccccc21 (centres undefined)	-0.7	-15	6	-4	0	3	2	-9
O=C(NCc1cccnc1)c1cc2nc(-c3cccs3)cc(C(F)(F)Cl)n2n1	0.3	15	5	-476	0	-13	3	24
Cc1noc(C)c1C(=O)OCC(=O)NC1CC1	-1.6	-3	2	9	16*	5	-6	-16
Cc1cccc(OCC(=O)N2CCC(N3CCCCCC3)CC2)c1	0.9	-14	3	11	2	-4	-2	-17
Clc1ccc(-c2csc(N3CCN(c4ccccc4)CC3)n2)cc1	0.7	-3	-1	24	-4	3	-2	6
NC(=O)c1ccc[n+](Cc2ccccc2)c1	1.1	-3	6	1	-7	0	-10	1
Cc1c(Cl)cccc1NC(=S)N1CCCCCC1	0.2	-3	-4	9	0	14	-8	-14
O=C(CCc1nc2ccccc2s1)OCC(=O)N1CCN(C(=O)c2ccco2)CC1	-0.1	-2	4	21	1	-9	-2	7
CC(C)C[C@H](NC(=O)N1c2ccccc2NC(=O)[C@@H]1C(C)C)C(=O)N1CCC[C@@H]1C(=O)O	-0.9	-21	-16	56*	1	-12	-7	15
COc1ccc2[nH]c(=O)c(CN(CC3CCCO3)S(=O)(=O)c3ccccc3F)cc2c1 (centres undefined)	0.0	-18	12	-313	1	-5	2	-14
Cc1nn(CC(=O)Nc2ccc(S(N)(=O)=O)cc2)c(=O)c2ccccc12	-0.6	-19	-9	2	4	-3	0	17
CCOC(=O)C/C(N)=N/NC(=O)c1ccc(Cl)cc1Cl	-1.3	6	8	-27	0	11	11	-18
CCOC(=O)Nc1ccc2c(c1)OCO2	-0.5	-32	-6	6	0	-7	3	6
O=C(Nc1ccc(F)cc1F)Nc1csc2ccccc12	83*	-7	-5	5	15*	-2	0	34
O=C(c1ccc(S(=O)(=O)N2CCOCC2)cc1)N1CCN(c2ccccn2)CC1	-0.5	-16	-4	13	-1	-4	-8	-8
CCCCC(=O)Nc1nnc(S(=O)(=O)N(C)Cc2ccco2)s1	0.1	1	13	-8	-1	-1	-3	15
O=C(COc1ccccc1)NC1CCCCCCC1	-2.4	-5	2	0	-1	4	-2	-24
O=C(Nc1c2c(nc3ccccc13)CCCC2)c1ccccc1Cl	0.8	-2	-7	8	-2	1	-14	9
CCN(CC)C(=O)CSc1nnc(-c2ccccc2)c(-c2ccccc2)n1	0.0	2	8	21	-5	-7	-5	-11
CC(=O)c1c(C)[nH]c(C(=O)Nc2nccs2)c1C	1.0	-5	10	-23	4	-1	-4	9
CCOc1ccc(NC(=O)Cc2c(O)c3ccccc3[nH]c2=O)cc1	1.3	9	4	13	3	-5	-2	-16
CC(C)C[C@H](NC(=O)c1nc[nH]c1C(=O)NCc1ccc(CNC(=O)OC(C)(C)C)cc1)C(=O)OCc1ccccc1	-0.6	-9	-8	2	-11	-15	5	21
O=C(Nc1cccc(-c2cnc3ccccc3n2)c1)c1ccccc1	-1.8	-1	-3	-56	-4	-3	-11	-12
O=C(c1cc2ccccc2o1)N1CCN(S(=O)(=O)c2ccc(F)c(F)c2F)CC1	1.1	4	-1	10	0	-8	3	-2
CSc1ccccc1-c1nnc(NC(=O)Cc2ccccc2)o1	-0.5	6	6	-36	3	-2	-4	-24
Cn1c(CC(=O)Nc2ccccc2C(F)(F)F)c(Sc2ccccc2)c2ccccc21	2.3	-10	6	6	-2	9	9	-4
Cc1ccccc1-c1nc(CS(=O)(=O)CC(=O)NCCCN2C(C)CCCC2C)c(C)o1 (centres undefined)	0.2	-16	-10	9	-1	-5	-4	3
Cc1ccc(Nc2c(-c3cccnc3)nc3ccc(Br)cn23)cc1	2.5	-20	10	-58	-1	0	-4	22
Cc1cc(=O)[nH]c(SCC(=O)N2CCC(C(N)=O)CC2)n1	-1.4	-6	4	11	1	3	-8	0
CCOC(=O)c1sc(=S)n(Cc2ccccc2)c1C	-3.4	-20	5	38	14*	-7	3	-4

Screening data from PubChem.

Compounds were not picked by outcome; overall some 6.9% were active at least once.
